GRIN3A LBD mod = modulates the human NR3A ligand-binding domain | NR3A LBD differential scanning fluorimetry, Tm shift; 0% = protein alone, 100% = glycine-bound protein | Tm shift relative to glycine control, % at 25 µM | 2.5% of 340,000 active;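 active means melting temperature shift of at least 10% of the positive control shift, at one fixed dose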
PfGluPho inh = PfG6PD (Plasmodium falciparum) enzyme inhibition | PfGluPho enzyme, NADPH resazurin-diaphorase fluorescence | inhibition, % at 20 µM | 0.78% of 350,000 active;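 active means inhibition reaching at least a set limit at 20 µM in the primary screen, cut at about 59% in these data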;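 further: 0% = DMSO wells with substrate and 100% = DMSO wells lacking glucose-6-phosphate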
hIAP activ = human IAP activation. purified human IAP, CDP-Star luminescence, 30 min; active compounds read high; 1 = vehicle-only enzyme, 0 = enzyme-free background. activation factor at 10 µM. 0.16% of 330,000 active. AID 2524;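 active means activation factor of the enzyme at least 2-fold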; further: the source names both 10 and 20 µM as test concentration; values of inactives mirror those of a sister screen read the other way
Target sequence (P09923 whole entry, looked up): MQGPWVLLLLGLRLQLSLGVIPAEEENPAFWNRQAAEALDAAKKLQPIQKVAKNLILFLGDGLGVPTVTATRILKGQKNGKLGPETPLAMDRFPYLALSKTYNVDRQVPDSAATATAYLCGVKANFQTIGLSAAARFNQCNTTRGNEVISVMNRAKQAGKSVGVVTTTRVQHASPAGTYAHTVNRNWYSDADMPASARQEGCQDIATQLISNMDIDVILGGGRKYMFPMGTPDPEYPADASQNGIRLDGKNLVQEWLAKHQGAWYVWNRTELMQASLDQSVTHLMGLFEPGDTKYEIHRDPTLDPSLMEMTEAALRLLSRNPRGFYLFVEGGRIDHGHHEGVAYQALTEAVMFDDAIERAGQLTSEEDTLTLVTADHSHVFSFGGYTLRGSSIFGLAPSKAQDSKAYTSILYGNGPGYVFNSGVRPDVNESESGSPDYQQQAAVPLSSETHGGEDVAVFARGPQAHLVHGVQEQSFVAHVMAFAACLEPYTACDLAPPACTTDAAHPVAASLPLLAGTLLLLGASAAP
ATG4B inhibitor = ATG4B (human) cysteine protease inhibition | 0.51% of 340,000 active | ATG4B cleavage of LC3-PLA2, NBD-HPC fluorescence, 1 h | Q9Y4P1 | inhibition, % at 8.33 µM; in the data active means inhibition above about 40%
MPTP inh = inhibitors of mitochondrial permeability transition pore. 1.4% of 360,000 active. inhibition, % at 10 µM. isolated mouse mitochondria, Ca2+ swelling absorbance, 30 min;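 active means inhibition of 50% or more, scaled per plate between neutral and stimulator controls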;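 further: 0% = DMSO wells given calcium and 100% = 1 mM EGTA wells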
SENP1 inh = blocks the human SENP1 SUMO protease catalytic domain; recombinant SENP1 catalytic domain, CyPet-SUMO1-YPet FRET cleavage; inhibition, % at 10 µM; 0.21% of 360,000 active; AID 624204;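 active means inhibition at least 30% at 10 µM, raw YFP signal under a set limit, fluorescence ratio 0.5 to 1.5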;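 further: 0% = enzyme with DMSO and 100% = no enzyme wells; some results filed as inactive read as strong as hits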
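Assay system: hSENP1 catalytic domain, recombinant. Amount: SENP1 enzyme, 20 pM final. Schedule: 50 min reaction, RT, dark. Technique: FRET, CFP and YFP emission. Control set: no-enzyme wells low, DMSO-plus-enzyme wells high control.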
SENP8 block = blocks human SENP8 cleavage of Nedd8 substrate | recombinant SENP8, Nedd8 substrate fluorescence | inhibition, % at 20 µM | 0.64% of 360,000 active | AID 602440; in the data active means inhibition mostly above about 40%, no sharp cut-off; inactive means mostly below about 27%
SENP6 block = SENP6 protease inhibition; Q9GZR1; Recombinant SENP6 catalytic domain, aminoluciferin luminescence; inhibition, % at 10 µM; 1.8% of 330,000 active; AID 2599;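 active means inhibition above about 50% at the single tested dose, limit read from the data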;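 further: plate controls were DMSO wells with enzyme for no effect and DMSO wells lacking enzyme for full effect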
Target sequence (Q9GZR1 628-1112 limits assumed): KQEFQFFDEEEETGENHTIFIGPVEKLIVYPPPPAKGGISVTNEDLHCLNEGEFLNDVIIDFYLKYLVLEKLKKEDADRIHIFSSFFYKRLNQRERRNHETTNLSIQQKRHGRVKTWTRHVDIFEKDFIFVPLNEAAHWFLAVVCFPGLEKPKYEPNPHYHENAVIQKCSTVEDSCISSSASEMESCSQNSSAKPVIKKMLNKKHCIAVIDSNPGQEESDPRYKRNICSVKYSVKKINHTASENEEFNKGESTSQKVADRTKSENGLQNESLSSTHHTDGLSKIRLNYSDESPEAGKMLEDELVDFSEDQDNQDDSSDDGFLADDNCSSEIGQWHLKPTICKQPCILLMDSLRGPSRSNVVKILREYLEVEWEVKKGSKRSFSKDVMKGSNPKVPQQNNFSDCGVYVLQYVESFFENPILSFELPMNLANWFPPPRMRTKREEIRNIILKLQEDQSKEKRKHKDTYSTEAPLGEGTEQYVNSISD
* marks the source's active call; other numbers are inactive results; x = no result given.

nr	Compound	GRIN3A LBD mod	PfGluPho inh	hIAP activ	ATG4B inhibitor	MPTP inh	SENP1 inh	SENP8 block	SENP6 block
1	CC1Cc2ccccc2N1S(=O)(=O)c1cccc2nsnc12 (stereo not drawn)	0	0	1	-7	-0.1	0	10	10
2	CC(=O)Nc1ccc(CNc2ncnc3ccc(-c4c(C)noc4C)cc23)cc1	3	3	0.93	-11	1.5	1	-139	-6
3	NC1=C(Cl)C(=O)c2ccc(S(N)(=O)=O)cc2C1=O	-2	33	x	38	0.4	3	96*	x
4	COC(=O)NC(NC(=S)Nc1ccc([N+](=O)[O-])cc1)C(Cl)(Cl)Cl (stereo not drawn)	-1	-4	1.1	5	93*	2	27	1
5	COc1ccc(N/C(N)=N/c2nc(C)c(Cc3ccccc3)c(=O)[nH]2)cc1	3	-9	1.5	1	0.1	0	7	9
6	Cc1ccnc(NS(=O)(=O)c2ccc(N3C(=O)c4ccccc4C3=O)cc2)n1	-8	-11	0.96	1	-1.1	3	4	7
7	COc1cc(OCc2ccccc2)c(C(=O)/C=C/c2ccc3c(c2)OCO3)c(OC)c1OC	1	19	0.86	1	3.7	0	9	4
8	CCCc1cc2c(=O)c(-c3cscn3)c(C(=O)OCC)oc2cc1O	-1	20	0.91	-1	0.3	0	-40	-1
9	COCCCNC(=S)Nc1ccc2c(c1)OCCO2	-2	-2	0.9	0	0.1	1	17	12
10	O=[N+]([O-])c1ccc(S(=O)(=O)Nc2ncccn2)cc1	-1	2	1	5	-1.0	3	4	-17

Additional compounds follow.
nr	Compound	GRIN3A LBD mod	PfGluPho inh	hIAP activ	ATG4B inhibitor	MPTP inh	SENP1 inh	SENP8 block	SENP6 block
11	Cc1ccc(S(=O)(=O)N2CCC(C(=O)Nc3ccncc3)CC2)cc1	1	4	0.91	0	0.6	0	5	4
12	C=Cn1cc[n+](CC(=O)c2ccc(OC)c(OC)c2)c1	2	-4	0.89	0	-0.2	1	0	-1
13	N#CC(Cc1cccc(CC(C#N)(c2ccccc2)c2ccccc2)c1)(c1ccccc1)c1ccccc1	1	1	1	-1	1.1	0	10	-14
14	CNC(=O)c1c[nH]n2c(=O)c(Cc3ccccc3F)c(C)nc12	1	-16	1.1	1	-2.3	3	-226	7
15	Cc1ccc2[nH]c(=O)c(-c3nc4cc(C)ccn4c3NCc3ccco3)cc2c1	0	3	0.97	14	1.2	-9	-8	10
16	COc1ccccc1C/C(N)=N/OC(=O)c1ccco1	-2	-21	0.93	0	-0.7	2	9	-6
17	CN(C(=O)C1CC1)C1CCS(=O)(=O)C1 (stereo not drawn)	-1	-12	1	1	0.1	-2	9	-13
18	CCOc1ccccc1NC(=O)CCn1c(=O)oc2ccccc21	3	10	1	-7	1.2	0	6	1
19	CCOC(=O)N1CCN(Cc2nc(-c3cccc(Cl)c3)no2)CC1	-1	5	1.1	-2	-0.4	2	8	-5
20	Oc1ccc(-c2cnc(-c3ccc(O)cc3)nc2)cc1	6	-7	0.79	0	0.3	2	-75	13

The list continues:
nr	Compound	GRIN3A LBD mod	PfGluPho inh	hIAP activ	ATG4B inhibitor	MPTP inh	SENP1 inh	SENP8 block	SENP6 block
21	CNC[C@@H]1OCc2cnnn2CCCC(=O)N([C@H](C)CO)C[C@H]1C	x	-28	x	x	0.0	5	15	x
22	N#CCOc1nc(N2CCCC2)nc(N2CCCC2)n1	0	-2	0.99	-10	-1.7	1	12	3
23	COc1ccccc1CCC(=O)OCC(=O)Nc1cc(S(=O)(=O)N2CCOCC2)ccc1C	-2	-13	1.1	0	-1.5	5	-5	-7
24	Cc1ccc(C(=O)Nc2ccc(C(=O)NCC3CCCO3)cc2)cc1 (stereo not drawn)	-1	-3	1.2	1	0.4	-1	10	-16
25	CCC(C)(C)NCC(=O)Nc1ccc(OC(F)(F)F)cc1	-1	8	0.9	-8	16	1	8	-12
26	COc1cccc(NCCC(=O)c2cccc([N+](=O)[O-])c2)c1	-5	16	0.91	9	-0.2	-2	7	12
27	COCCOC(=O)c1c(NC(=O)CNCc2ccco2)sc(C(N)=O)c1C	0	3	1.2	-2	-0.7	-27	-33	-10
28	NC(=O)C1CCN(c2oc(-c3ccccc3F)nc2S(=O)(=O)c2ccc(Cl)cc2)CC1	4	-8	0.99	16	2.1	0	14	1
29	Cc1cccc(-c2noc(CN(C(=O)C(c3ccccc3)c3ccccc3)C(C)C)n2)c1	5	28	1	-13	1.8	2	11	-2
30	CCOc1ccc(S(=O)(=O)NC2CC2)cc1C(N)=O	-1	-7	0.88	-3	0.4	0	7	6

More compounds:
nr	Compound	GRIN3A LBD mod	PfGluPho inh	hIAP activ	ATG4B inhibitor	MPTP inh	SENP1 inh	SENP8 block	SENP6 block
31	CC(C)CNC(=O)C1CCCN1S(=O)(=O)c1ccc(Cl)cc1 (stereo not drawn)	-16	-6	0.96	0	0.1	2	9	-6
32	COc1ccc(-n2cc(-c3ccccc3)c3c(NCCCN4CCOCC4)ncnc32)cc1	-4	-18	0.99	-4	-0.9	1	-68	-11
33	N#C/C(=C\c1cccs1)C(=O)NCC1CCCO1 (stereo not drawn)	-1	5	1.3	-7	0.1	1	9	-26
34	C[C@@H]1CN([C@H](C)CO)C(=O)c2cc(/C=C/c3ccccc3)cnc2O[C@H]1CN(C)C(=O)NC1CCCCC1	x	10	x	x	-0.4	-7	-277	x
35	COc1ccc(NC(=S)NC(=O)/C=C/c2ccco2)c(OC)c1	2	0	0.89	13	1.0	1	21	16
36	COc1ccc(-c2csc(NC(=O)c3ccccc3NS(=O)(=O)c3ccc(C)cc3)n2)cc1	29*	-32	0.85	74*	104*	-1	-387	8
37	Cc1ccc(-n2c(=O)c3sccc3n(CC(=O)N3CCCC3)c2=O)cc1	1	-3	1.1	-5	0.9	2	20	-17
38	Fc1ccc(N2CCN(/C=C/c3nnnn3-c3ccccc3)CC2)cc1	-4	5	0.99	-10	2.6	-3	6	-25
39	CCCCC(=O)Nc1ccc(S(=O)(=O)N2CCCCC2c2cccnc2)cc1 (stereo not drawn)	10	27	1.1	2	-0.1	-1	0	-5
40	O=C(Nc1ccc(S(=O)(=O)Nc2nccs2)cc1)c1ccc(F)cc1	-2	-5	1	1	-0.8	-1	10	11

Carrying on:
nr	Compound	GRIN3A LBD mod	PfGluPho inh	hIAP activ	ATG4B inhibitor	MPTP inh	SENP1 inh	SENP8 block	SENP6 block
41	COc1cccc(/C=N/N2C(=O)NC3(CCCCC3)C2=O)c1O	1	11	1.3	-15	-1.8	6	-47	12
42	Cc1ccc(Cn2c(SCC(C)C)nc3c2c(=O)n(C)c(=O)n3C)cc1	-1	-5	1	3	6.5	2	31	-4
43	C=CCNC(=O)C1CC(=O)N(c2ccc(OCc3ccc(F)cc3)cc2)C1 (stereo not drawn)	2	14	0.8	-6	2.1	2	8	92*
44	O=C(c1ccco1)N(Cc1ccco1)Cc1cc2ccccc2[nH]c1=O	-4	3	1.1	-6	2.3	0	-16	-2
45	Cc1cc2cc(C)c(NCCNC(=O)c3ccccc3Cl)nc2cc1C	-4	2	0.85	-15	4.1	0	-200	-17
46	O=c1cc(-c2ccccc2)[nH][nH]1	1	1	1	-7	-0.5	2	-22	-29
47	CCc1ccccc1NC(=O)CSc1nnc([C@@H](N)Cc2ccccc2)o1	2	8	1.2	-3	1.4	2	6	-3
48	COc1ccc(NC(=O)Nc2sc(=S)n(C)c2C)cc1	24*	8	0.98	-1	6.5	4	19	-2
49	CCOC(=O)CCS(=O)(=O)c1ccc(-c2ccc(S(=O)(=O)CCC(=O)OCC)cc2)cc1	6	4	0.83	-10	1.0	0	3	-20
50	CCC(=O)c1c[nH]c(C(=O)NCCCn2ccnc2)c1	12*	-16	1.2	8	-4.8	-2	13	-12

A second format for some results above.
Under each structure: GRIN3A LBD mod, PfGluPho inh, hIAP activ, ATG4B inhibitor, MPTP inh, SENP1 inh, SENP8 block, SENP6 block
45: Cc1cc2cc(C)c(NCCNC(=O)c3ccccc3Cl)nc2cc1C
→ -4, 2, 0.85, -15, 4.1, 0, -200, -17
46: O=c1cc(-c2ccccc2)[nH][nH]1
→ 1, 1, 1, -7, -0.5, 2, -22, -29

Entries listed so far that bear a hit mark in SENP8 block:
nr	Compound	GRIN3A LBD mod	PfGluPho inh	hIAP activ	ATG4B inhibitor	MPTP inh	SENP1 inh	SENP8 block	SENP6 block
3	NC1=C(Cl)C(=O)c2ccc(S(N)(=O)=O)cc2C1=O	-2	33	x	38	0.4	3	96*	x

Remaining list, next part:
nr	Compound	GRIN3A LBD mod	PfGluPho inh	hIAP activ	ATG4B inhibitor	MPTP inh	SENP1 inh	SENP8 block	SENP6 block
51	CC(NCc1ccc2c(c1)OCO2)C(=O)NC1CCCc2ccccc21 (stereo not drawn)	-1	-14	1	-4	7.6	3	-140	-14
52	CC(=O)c1cccc(Oc2cc(NN3CCCCC3)c([N+](=O)[O-])cc2[N+](=O)[O-])c1	1	-2	0.98	-8	-0.3	0	21	1
53	O=C(Nc1nnc(-c2ccccc2)o1)c1ccc(Cl)cc1	-8	-9	0.98	-2	-1.7	1	15	42
54	CCN(C(=O)CSc1nnc(C(C)N(C)C)n1-c1ccc(F)cc1)C1CCS(=O)(=O)C1 (stereo not drawn)	2	-6	1	4	-0.7	1	11	-7
55	Cc1ccc(CNc2ccccc2C(=O)O)s1	2	-13	1.1	4	-0.2	0	-246	8
56	COc1ccc(C[C@H]2CN3C(=NC[C@H]3Cc3ccccc3)N2CCNC(=O)c2ccc(C)c(Br)c2)cc1	-1	2	1.6	4	1.3	-1	22	-20
57	COc1ccc(/C=C2\Oc3cc(OCC(=O)N4CCC[C@H]4C(=O)O)ccc3C2=O)c(OC)c1	0	5	0.89	-37	-2.0	-21	-220	-8
58	Cc1nc(-c2ccccc2)nc(Cl)c1Cl	1	3	0.83	3	0.8	1	5	9
59	COc1ccc(Br)cc1[C@H]1[C@@H]2C=CCC[C@@]2(C)C(=O)N1Cc1ccccc1	-3	-15	0.91	23	1.0	3	22	0
60	CCOC(=O)C1=C(C)N(c2nonc2NC(C)=O)C(N)=C(C#N)C1c1ccccc1F (stereo not drawn)	2	-35	0.96	-13	-3.0	-2	13	6

Further structures
nr	Compound	GRIN3A LBD mod	PfGluPho inh	hIAP activ	ATG4B inhibitor	MPTP inh	SENP1 inh	SENP8 block	SENP6 block
61	COc1cc2c(cc1NC(=O)C(C)Sc1nc3ccccc3n1C)oc1ccccc12 (stereo not drawn)	-1	-3	1.1	0	-0.8	-1	23	6
62	CCOC(=O)Nc1ccc(C)cc1NC(=O)OCC	0	0	0.86	-10	-1.6	1	7	-6
63	COCC(=O)Nc1cc(Cl)c(OC)cc1OC	-1	9	1	-4	0.6	-1	11	3
64	CCc1nnc(NC(=O)c2cccc(S(=O)(=O)N3CCN(c4ccccc4)CC3)c2)s1	-7	-23	1.1	-14	0.3	-6	-13	14
65	Cn1c(=O)oc2cc(S(=O)(=O)N3CCCC(C(=O)NC4CCCc5ccccc54)C3)ccc21 (stereo not drawn)	0	0	0.98	2	0.0	4	7	9
66	O=S(=O)(Nc1ccc(Cl)cn1)c1ccc2c(c1)OCCO2	-1	-22	0.89	6	-1.2	0	-13	14

High-throughput results: PubChem, Sanford-Burnham Center for Chemical Genomics
